# Phagocyt inh = macrophage phagocytosis inhibition; J774A.1 macrophage IgG-bead phagocytosis, imaging; inhibition, % at 5 µM; 110,000 tested, 0.07% active; AID 1029;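 active means inhibition above the mean of the plate negative controls plus 5 SD, cut at about 13% in these data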;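 further: phagocytic index as fraction of beads internalized from green versus red external bead signal; plate controls were DMSO negative control for no effect and cytochalasin-D positive control for full effect; some results beyond the cut were filed as inactive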
# MRP1 act = activates MRP-1; H69AR cells + doxorubicin, viability rescue, CellTiter-Glo; viability increase, % at 10 µM; 140,000 tested, 0.61% active;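 active means viability gain under doxorubicin at or above a set limit, the compound median plus 3 SD, cut at about 4.7% in these data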;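 further: MRP-1 overexpressing cells given doxorubicin 25 µM after compound pretreatment; 18-22 h compound pretreatment then 72 h with doxorubicin before readout; 0% = doxorubicin-only wells and 100% = vehicle-treated cells without doxorubicin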
# bCat KO growth = beta-catenin-lacking colon tumor cell growth suppression; viability, % at 10 µM; 140,000 tested, 1.5% active; HCT116 beta-catenin knockout viability, CellTiter-Glo, 60 h; hits give low values;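 active means viability at or under a set limit, the compound median less 4 SD, cut at about 6% in these data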;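 further: 0% = Hyamine 1622 control at 20 µM and 100% = untreated cell control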
# NPY-Y2 antag = antagonists of human neuropeptide Y receptor Y2; P49146; NPY-Y2 expressing cells, antagonist mode; inhibition, % at 2.7 µM; 140,000 tested, 0.99% active; in the data active means inhibition above about 17%;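 further: 0% = vehicle with agonist challenge and 100% = reference antagonist with challenge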
# Target sequence (P49146 whole entry, looked up): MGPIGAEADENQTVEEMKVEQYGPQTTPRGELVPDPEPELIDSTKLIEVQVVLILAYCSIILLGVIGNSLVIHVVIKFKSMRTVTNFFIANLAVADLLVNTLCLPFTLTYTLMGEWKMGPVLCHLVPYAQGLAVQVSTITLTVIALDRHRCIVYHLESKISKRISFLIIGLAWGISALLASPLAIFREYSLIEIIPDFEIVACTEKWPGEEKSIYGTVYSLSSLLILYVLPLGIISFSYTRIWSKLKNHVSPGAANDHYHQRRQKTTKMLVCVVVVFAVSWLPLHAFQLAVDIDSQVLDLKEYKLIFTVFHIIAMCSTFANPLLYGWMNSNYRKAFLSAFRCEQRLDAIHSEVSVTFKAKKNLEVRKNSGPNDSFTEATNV
# BB579 growth dn = reduces growth of yeast BB579 in restrictive medium | AID 804 | S. cerevisiae BB579 growth, OD615, 48 h | 140,000 tested, 0.51% active | inhibition, % at 10 µM;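 active means inhibition above a set limit, 3 SD over the mean compound inhibition, cut at about 44% in these data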; further: inactives centre near -24
#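 Assay system: S. cerevisiae DeaD strain BB579 yeast. Medium: CSMM-D restrictive synthetic medium containing dextrose (glucose). Times: 4 h cell preincubation, 48 h compound exposure, 30 °C humidified. Signal: OD615 turbidity measurement. Benchmarks: positive control amphotericin B 10 µg/mL.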
# PTEN del growth = suppresses growth of cells with PTEN deletion | HCT116 PTEN-null viability, CellTiter-Glo, 60 h; hits give low values | viability, % at 10 µM | 140,000 tested, 1.2% active | AID 827;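 active means viability at or below a set limit, 4 SD under the median of all tested compounds, cut at about 3.7% in these data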;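 further: PTEN knockout HCT116 line with beta catenin targeted HCT116 as companion control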
# Yeast life ext = yeast lifespan extension; S. cerevisiae growth with nicotinamide, OD615; deaD strain in restrictive glucose medium; 130,000 tested, 0.68% active; inhibition of the nicotinamide effect, % at 10 µM;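 active means inhibition above a set limit, placed 3 SD over the median of all compounds, cut at about 26% in these data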;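 further: 0% = nicotinamide-treated wells and 100% = cells grown without nicotinamide; some compounds called inactive have numbers as strong as hits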
#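 Assay system: DeaD-strain S. cerevisiae. Medium: CSMM-D glucose medium, restrictive. Reagent: nicotinamide, 1.5 mM, co-present with compound. Compound: 10 µM single point, 0.25% DMSO. Schedule: culture preincubation 4 h, compound exposure 48 h, both 30 °C. Detection: absorbance at 615 nm.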
# GALR2 antag = GALR2 (human) receptor antagonism. O43603. GALR2-expressing cells, antagonist mode. inhibition, % at 4 µM. 140,000 tested, 0.39% active; in the data active means inhibition above about 27%;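 further: cells stimulated with galanin 1-16 at roughly its EC80; 0% = agonist challenge control and 100% = basal control without agonist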
# Target sequence (O43603 whole entry, looked up): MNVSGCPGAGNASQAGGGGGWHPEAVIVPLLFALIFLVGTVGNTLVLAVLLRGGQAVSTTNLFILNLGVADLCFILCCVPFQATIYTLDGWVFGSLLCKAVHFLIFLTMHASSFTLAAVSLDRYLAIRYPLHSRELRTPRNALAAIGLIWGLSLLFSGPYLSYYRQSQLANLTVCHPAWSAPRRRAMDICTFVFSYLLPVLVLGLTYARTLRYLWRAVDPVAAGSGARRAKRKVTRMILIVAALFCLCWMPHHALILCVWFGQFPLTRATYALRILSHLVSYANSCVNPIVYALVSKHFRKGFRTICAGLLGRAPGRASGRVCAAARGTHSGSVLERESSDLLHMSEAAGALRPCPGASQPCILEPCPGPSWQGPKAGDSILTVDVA
# E-sel TNF inh = TNF alpha driven E-selectin expression inhibition. HUVEC TNFa-induced E-selectin immunofluorescence, high content. inhibition, % at 2 µM. 120,000 tested, 0.71% active. AID 1246;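 active means inhibition above the batch mean plus 3 SD, and confirmed as a hit on visual image review, cut at about 43% in these data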;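 further: 0% = TNF-stimulated DMSO wells and 100% = unstimulated control wells; not every result past the cut was called active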
# Measles CPE = protection of cells from measles virus. Measles virus-infected cells, CPE protection, absorbance. protection (pct of control), % at 4 µM. 140,000 tested, 1.5% active. AID 841; in the data active means protection mostly above about 24%, no sharp cut-off; inactive means mostly below about 26%; further: some compounds called inactive have numbers as strong as hits
# The depositor's hits bear a star; . = no result given; & = joins results of further samples.
SMILES,Phagocyt inh,MRP1 act,bCat KO growth,NPY-Y2 antag,BB579 growth dn,PTEN del growth,Yeast life ext,GALR2 antag,E-sel TNF inh,Measles CPE
Cc1cc(Cl)c(OCCN2C(=O)NC(C)(C)C2=O)c(Br)c1,1,0.2,92,1,-37,92,-10,3,11,35
CCOC(=O)Cn1nc(-c2ccccc2)ccc1=O,-2,-0.9,92,2,4,102,-6,-2,0,38
O=C1C2CC=CCC2C(=O)N1c1ccc(NCCc2ccccc2F)c([N+](=O)[O-])c1 (centres undefined),-4,-0.7,90,-2,-26,98,0,-3,.,29
O=C(O)C1CCCCC1C(=O)NC1CCCCC1 (centres undefined),0,-1.6,95,2,-1,96,-1,2,-10,17
Cn1c(NC(=O)c2ccc(F)c(F)c2)cc(=O)n(C)c1=O,0,-1.4,105,2,-13,100,0,28*,-16,12
O=C(CSc1nc2ccccc2[nH]1)N/N=C/C=C\c1ccccc1[N+](=O)[O-],-1,-1.6,57,3,-21,66,-3,0,.,26
CCOC(=O)C1CCN(S(=O)(=O)c2c(C)[nH]c(=O)[nH]c2=O)CC1,-1,-1.0,87,1,-30,96,-12,9,-27,5
CN1CCN(C(=O)CSc2ccc(C(F)(F)F)cc2[N+](=O)[O-])CC1,-7,-0.3,74,1,-17,85,30*,-13,19,4
COc1cc(/C=N/NC(=O)c2ccccn2)cc2c1OCO2,-12,-0.6,101,1,-20,102,-6,3,11,9
CCn1ncc2c(OCc3ccc(C#N)cc3)cc(C)nc21,1,0.0,45,3,3,47,-12,5,4,4
CCc1ccc2[nH]c(=O)c(C(c3nnnn3Cc3ccccc3)N3CCOCC3)cc2c1 (centres undefined),0,-0.7,92,2,-5,90&86,-10,6,-5,3
COc1ccc(C(=O)Nc2ccccc2Cc2ccccc2)c(OC)c1,-10,5.3*,87,3,-27,76,-1,11,.,10

# An excerpt of these results, as tab-separated lines:
smiles	Phagocyt inh	MRP1 act	bCat KO growth	NPY-Y2 antag	BB579 growth dn	PTEN del growth	Yeast life ext	GALR2 antag	E-sel TNF inh	Measles CPE
Cn1c(NC(=O)c2ccc(F)c(F)c2)cc(=O)n(C)c1=O	0	-1.4	105	2	-13	100	0	28*	-16	12
O=C(CSc1nc2ccccc2[nH]1)N/N=C/C=C\c1ccccc1[N+](=O)[O-]	-1	-1.6	57	3	-21	66	-3	0	.	26

# Later entries.
SMILES,Phagocyt inh,MRP1 act,bCat KO growth,NPY-Y2 antag,BB579 growth dn,PTEN del growth,Yeast life ext,GALR2 antag,E-sel TNF inh,Measles CPE
Cc1csc(SCC(=O)Nc2cccc(S(=O)(=O)N3CCCC3)c2)n1,.,-3.3,94,1,-32,92,-4,0,18,10
COc1ccc(S(=O)(=O)N2CCC(C(=O)Nc3cccc(C(C)=O)c3)CC2)cc1C,1,-2.3,49,-2,-19,57,-20,-4,-17,22
CCOc1ccccc1OCCCC(=O)Nc1sccc1C(N)=O,-8,-2.7,92,4,-55,83,-3,-3,.,10
CCCCC(=O)Nc1ccc(C(=O)Nc2ccc(OC)cc2[N+](=O)[O-])cc1,-1,3.2,93,0,-22,92,-3,3,-20,18
Cc1ccc(CN2C(=O)CCC2C(=O)NCCCN2CCOCC2)cc1 (centres undefined),.,-0.5,96,1,21,99,-8,-11,.,22
c1ccc(N/N=C(\Cc2nc3ccccc3[nH]2)c2ccccc2)cc1,-8,-4.1,58,-2,-14,57,6,17,17,11
CCCSc1nc2c(cnn2-c2ccc(F)cc2)c(=O)[nH]1,-1,-2.2,80,16,26,89,-13,-9,.,7
COc1ccc(-n2ncc3c(NCC4CCCO4)ncnc32)cc1 (centres undefined),.,-2.4,101,0,-40,103,-11,-1,-17,4
Cc1cccc(-n2c(CNC(=O)c3ccc(S(=O)(=O)N4CCCC4)cc3)n[nH]c2=S)c1,0,0.9,95,3,7,111&98,-11,26,-31,36*
O=C(CN1CCOCC1)Nc1cc(Cl)ccc1Cl,0,-0.6,94,0,0,104,-3,5,.,7
Cc1cc(C)nc(SCC(=O)N2CCC(C(N)=O)CC2)n1,-1,-0.3,110,-2,-71,118,-3,-4,10,5
CCOc1ccccc1N1CC(C(=O)Nc2ccccc2N2CCOCC2)CC1=O (centres undefined),0,-1.5,95,5,-21,102,-7,0,-10,5
CCn1c(SCC(=O)N2CCCCC2)nc2c(c1=O)SC(C)C2 (centres undefined),0,-3.9,87,1,-1,91,-3,2,-2,10
COc1cccc(C(=O)COc2ccc3c(C)c(Cc4ccccc4)c(=O)oc3c2)c1,-1,-1.3,78,10,-48,82,10,-1,-2,4
NC(=O)N/N=C/c1cc(Br)ccc1OCC(=O)NCc1ccccc1,1,-1.7,91,0,-21,89,1,1,.,2
Cc1noc(C)c1CSc1nnnn1-c1ccc(Cl)cc1,.,0.8,71,1,-43,70,-22,8,-8,15
Cc1cc(Br)cn2ccnc12,1,-1.1,96,0,-4,94,-1,-5,-17,27
O=C(Nc1cccc2ncccc12)c1ccc(F)cc1,-12,-0.9,94,2,-45,90,-2,4,.,21
CCNc1nc(NCC)nc(C(=O)Nc2ccccc2)n1,.,-1.9,78,0,-30,70,-10,5,1,0
C/C=C(\C)CN1CCN(c2cccc(C)c2C)CC1,.,-0.1,75,4,-29,84,-3,7,7,10
Cn1cc(C(c2ccccn2)c2cn(C)c3ccccc23)c2ccccc21,.,-2.9,68,12,-37,60,13,12,34,8
O=C(CSc1n[nH]c(-c2ccco2)n1)Nc1sc2c(c1C(=O)Nc1ccccc1)CCCC2,3,-1.4,91,3,-13,81,-10,-3,-10,2
CCC(C)N(C(=O)Cn1nnc2ccccc21)C(C(=O)NCc1ccco1)c1cccc(OC)c1 (centres undefined),-2,-1.0,89,3,-61,102,-7,-1,-7,21
CC(=O)Nc1ccc(C(=O)OCC(=O)Nc2ccc([N+](=O)[O-])cc2C(F)(F)F)cc1,-3,0.8,103,1,-47,106,-5,13,-7,46
Nc1sc2c(c1C(=O)NC1CCS(=O)(=O)C1)CCCC2 (centres undefined),-2,-1.4,104,1,-25,110,-4,-5,.,2
CCC(C(=O)NNC(=O)c1cnccn1)c1ccccc1 (centres undefined),-13,1.3,39,0,1,42,2,0,.,9
CC(C)N(Cc1nc(-c2ccccc2)no1)S(=O)(=O)c1ccccc1,0,0.3,63,2,-1,66,-7,0,.,14
C=CCc1c(C)nc(C)nc1N/N=C/c1ccc([N+](=O)[O-])cc1,0,-3.2,91,4,16,85,-1,-4,1,6
O=c1cc(Nc2ccc3c(c2)OCCO3)[nH]c(=O)n1-c1ccc(Cl)cc1,-2,-4.9,53,1,10,49,-11,5,0,9
CCCN1CC=C2C(C#N)=C(N)C(C#N)(C#N)C(c3cc(OC)ccc3OC)C2C1 (centres undefined),-1,-4.9,57,3,-18,66,-12,11,9,11
CCCC(CCC)n1[nH]c(=O)c2c(C)cc(C)nc21,-2,-3.1,84,4,-46,94,1,4,5,7
COc1ccc(C)cc1N(C(=O)c1ccccc1F)c1nc2ccccc2s1,-3,-4.0,86,0,-19,69,-3,-198,-10,12
CC(=O)Nc1ccc(-n2cnnn2)cc1,.,-3.1,95,3,-21,101,.,-5,20,25
Cc1ccc(SCc2noc(C(=O)NCC3CCCO3)c2C(=O)O)cc1C (centres undefined),.,-0.5,97,9,-15,95,-10,0,3,11
CCOC(=O)C1=C(C)N=C2SCCC(=O)N2C1c1ccc(C(=O)OC)cc1 (centres undefined),0,-0.8,99,3,-16,96,-13,-14,16,6
CC1(C)CC(=O)C2=C(C1)Oc1ncn(CCCO)c(=N)c1C2c1ccccc1 (centres undefined),-1,-1.7,93,4,-54,95,17,11,-9,12

# Complete entries as entered above.
# CCC(C(=O)NNC(=O)c1cnccn1)c1ccccc1 (centres undefined) as listed: Phagocyt inh: -13; MRP1 act: 1.3; bCat KO growth: 39; NPY-Y2 antag: 0; BB579 growth dn: 1; PTEN del growth: 42; Yeast life ext: 2; GALR2 antag: 0; E-sel TNF inh: .; Measles CPE: 9
# O=c1cc(Nc2ccc3c(c2)OCCO3)[nH]c(=O)n1-c1ccc(Cl)cc1 as listed: Phagocyt inh: -2; MRP1 act: -4.9; bCat KO growth: 53; NPY-Y2 antag: 1; BB579 growth dn: 10; PTEN del growth: 49; Yeast life ext: -11; GALR2 antag: 5; E-sel TNF inh: 0; Measles CPE: 9
# C=CCc1c(C)nc(C)nc1N/N=C/c1ccc([N+](=O)[O-])cc1 as listed: Phagocyt inh: 0; MRP1 act: -3.2; bCat KO growth: 91; NPY-Y2 antag: 4; BB579 growth dn: 16; PTEN del growth: 85; Yeast life ext: -1; GALR2 antag: -4; E-sel TNF inh: 1; Measles CPE: 6

# (listing goes on)
SMILES,Phagocyt inh,MRP1 act,bCat KO growth,NPY-Y2 antag,BB579 growth dn,PTEN del growth,Yeast life ext,GALR2 antag,E-sel TNF inh,Measles CPE
CCS(=O)(=O)N1CCC(C(=O)NCCCN2CCN(c3ccccc3F)CC2)CC1,-5,-2.4,97,0,-17,94,-21,-3,-12,18
Cc1ccc2nc(-c3ccccc3)cc(C(=O)O)c2c1,0,-1.8,91,2,6,92,2,7,-6,24
Cc1ccc(-n2c(Cc3cccn3C)nnc2SCC(=O)Nc2nnc(C)s2)cc1,6,-1.3,106,0,2,98,-9,4,.,7
CCOC(=O)c1c(NC(=O)CCN2CCOCC2)sc2c1CC(C)(C)OC2,1,-2.4,99,3,-48,93,-5,5,.,3
CCOC(=O)Nc1ccc2c(c1)N(C(=O)OC)c1ccccc1CC2,0,-1.8,35,1,-21,38,-10,-7,.,14
CCOc1cc(C)ccc1OCc1nnc(SCC(=O)c2cccc([N+](=O)[O-])c2)n1CC,-2,-1.6,96,7,-34,97,-1,-2,-33,10

# Source: PubChem (several laboratories)
